Kir21 inh: inhibitors of mouse Kir2.1 inward-rectifier potassium channel; Inward rectifier potassium channel 2 (Mus musculus), P35561; HEK293-Kir2.1, FluxOR thallium flux fluorescence; active compounds read low; B-score at 10 µM; 310,000 tested, 0.85% active;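 active = fluorescence ratio B-score at or below minus 3 SD of library scores, with starting-brightness B-score within 2 SD, cut at about -4.2 in these data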;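 also: channel flux triggered by added potassium and thallium sulfate stimulus; B-score of peak minus minimum fluorescence over baseline after thallium stimulus; more negative B-score means stronger Kir2.1 block with less thallium influx; some compounds called inactive have numbers as strong as hits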
Target sequence (P35561 whole entry, looked up): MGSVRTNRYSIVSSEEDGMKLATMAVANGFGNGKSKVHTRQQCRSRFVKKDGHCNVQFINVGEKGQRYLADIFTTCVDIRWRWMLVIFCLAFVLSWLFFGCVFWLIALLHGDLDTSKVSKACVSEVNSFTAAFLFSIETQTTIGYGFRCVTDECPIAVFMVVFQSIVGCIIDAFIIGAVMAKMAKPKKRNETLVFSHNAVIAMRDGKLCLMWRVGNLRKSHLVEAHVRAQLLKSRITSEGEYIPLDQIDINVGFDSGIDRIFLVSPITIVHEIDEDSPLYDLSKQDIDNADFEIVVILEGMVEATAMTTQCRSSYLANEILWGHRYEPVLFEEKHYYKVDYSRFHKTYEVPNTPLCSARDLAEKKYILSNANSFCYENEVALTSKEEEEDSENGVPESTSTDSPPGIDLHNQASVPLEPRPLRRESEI
STK33 inh: inhibitors of purified STK33 kinase, primary screen, biochemical, ADP-Glo luminescence, homogeneous, cell-free; MBP phosphorylation; inhibition, % at 10 µM; 320,000 tested, 0.073% active;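 active = inhibition at or above 25%, using the most active replicate where run in duplicate; inactive = inhibition below 25%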
Target sequence (Q9BYT3 whole entry, looked up): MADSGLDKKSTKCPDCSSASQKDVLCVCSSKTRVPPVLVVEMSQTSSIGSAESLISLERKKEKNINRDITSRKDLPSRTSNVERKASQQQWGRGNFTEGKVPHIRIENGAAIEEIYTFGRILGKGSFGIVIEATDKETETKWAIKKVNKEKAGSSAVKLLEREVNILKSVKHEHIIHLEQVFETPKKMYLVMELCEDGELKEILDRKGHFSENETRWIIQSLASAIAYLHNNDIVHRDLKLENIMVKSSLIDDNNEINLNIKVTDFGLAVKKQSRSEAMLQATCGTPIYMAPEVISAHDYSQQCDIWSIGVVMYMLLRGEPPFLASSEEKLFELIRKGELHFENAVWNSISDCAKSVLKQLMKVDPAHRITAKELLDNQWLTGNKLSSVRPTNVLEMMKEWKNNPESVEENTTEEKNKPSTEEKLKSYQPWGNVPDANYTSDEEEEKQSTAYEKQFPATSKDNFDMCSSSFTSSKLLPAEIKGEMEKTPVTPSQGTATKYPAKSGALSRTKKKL
Active calls of the source: *; / = no result given; & = joins results of further samples. This is a subset; rates above refer to the full screens.

SMILES	Kir21 inh	STK33 inh
COC(=O)C1=C(c2ccc(OC(F)(F)F)cc2)C[C@@H]2CC[C@H]1N2C(=O)N1CCOCC1	/	0.5
CC(=O)OC1N=C(c2ccccc2)c2cc(Br)ccc2N(C)C1=O (stereo not given)	-0.41	-1.6
O=C(C1CC(c2ccc(F)cc2)=NO1)N1CCC2(CC1)OCCO2 (stereo not given)	1.8	-0.8
COc1ccc(CNCCc2c[nH]c3ccccc23)c(OC)c1C	-8.4*	-0.5
N/C(=N\[N+](=O)[O-])N1CCN(C(=O)OC2CCCC2)CC1	-0.28	-1.0
FC(F)(F)Oc1ccc(C2NCc3ccccc3-n3cccc32)cc1 (stereo not given)	0.99	-1.7
CC(=O)Nc1nnc(CCN(CCc2nnc(NC(C)=O)s2)[N+](=O)[O-])s1	-0.4	-0.8
Fc1ccc(CNC2CN3CCC2CC3)cc1 (stereo not given)	-0.06	/
O=C1/C(=C\c2ccc(Cl)c(Cl)c2)N2CCC1CC2	-0.83	-0.9
O=C(COc1ccccc1)N1CCN(C2CCCC2)CC1	-0.62	0.1
Cn1c(O)c(/C=N/N2CCOCC2)c(=O)n(C)c1=S	-0.64	-3.7
CCC(C)N1Cc2ccccc2C1=N (stereo not given)	3.8	0.6
CN(C)P(=O)(C(Cl)=C(N1CCCCC1)N1CCCCC1)N(C)C	0.64	-1.0
Cc1ccc(C2CN(C)CC2C(=O)c2ccc(F)cc2)cc1 (stereo not given)	-2.7	0.4
N#Cc1ccccc1NC(=O)CN1CC=C(c2ccccc2)CC1	1.8	-0.3
C[C@]12CCC3C(CC[C@H]4C[C@@H](O)CC[C@]34C)C1CC[C@@]2(O)C(F)(F)F (stereo not given in full)	/	-0.3
CCC(=NCc1ccco1)c1c(O)[nH]c(=O)[nH]c1=O	2.5	-1.6
Clc1cccc(CNCCc2c[nH]c3ccccc23)c1	-3.5	-0.8
COc1ccc(CC(=O)Nc2ccc3c(C(F)(F)F)cc(=O)oc3c2)cc1OC	-0.11	-0.6
CN(C)C(=O)Oc1ccnc2cc(Cl)ccc12	-1.2	0.9
C[C@]12CC[C@H](O)C[C@H]1CC[C@@H]1[C@@H]2CC[C@]2(C)[C@@H](C3=CC(=O)OC3)CC[C@]12O	/	-0.8
O=C1NC(=O)N(Cc2ccc(F)cc2)C(=O)/C1=C\c1ccc([N+](=O)[O-])s1	0.74	1.3
CNS(=O)(=O)c1ccc(N=Cc2c(O)n(-c3ccccc3)c(=O)[nH]c2=O)cc1	1.3	-5.2
CCC1(CC)C(=O)NC(=NCCc2c[nH]c3ccccc23)NC1=O	2.4	0.8
Cc1nc2ccccc2c(=O)n1-c1ccccc1[N+](=O)[O-]	1.7	0.3
Cc1ccc(-c2nn(CCC#N)cc2C(=O)O)cc1C	1.3	0.3
CC1CCCCN1Cc1c[nH]c2ccccc12 (stereo not given)	-0.33	-0.8
CC[N+]1(C)CCCC(OC(=O)C(O)(c2ccccc2)c2ccccc2)C1 (stereo not given)	-0.28	-1.8
COc1cc2[nH]c(=S)n(-c3ccccc3)c(=O)c2cc1OC	-0.61	-1.9
CCOC(=O)C1=C(N)OC2=C(C(=O)CCC2)C12C(=O)N(C)c1ccccc12 (stereo not given)	1.3	-0.7
CC(C(=O)c1c[nH]c2ccccc12)N1CCc2ccccc2C1 (stereo not given)	1.9	0.4
OC(Cn1c2ccccc2c2ccccc21)C[n+]1cccc2ccccc21 (stereo not given)	-5.2*	0.2
C=CCN1C(=O)NC(=O)C(Cc2ccc(OC)c(OC)c2)C1=O (stereo not given)	-0.45	-4.1
CC(=NCCO)c1c(O)n(C)c(=O)n(C)c1=O	0.43	-0.9
COc1ccc(-c2cc(=NCC(=O)O)c3ccccc3o2)cc1	-0.45	-0.2
CCOC(=O)[C@]1(C#N)[C@@H]2C=CC(C(N)=O)=CN2[C@@H](C(N)=O)[C@@H]1c1ccc(F)cc1	2	0.0
CN(C/N=C(\N)N[N+](=O)[O-])S(=O)(=O)c1ccccc1	0.47	-1.2
CC(C)c1ccc(-n2c(O)c(/C=N/NC(=O)c3ccncc3)c(=O)[nH]c2=O)cc1	0.67	7.6
COCCOC(=O)C1=C(N)Oc2c(c(=O)oc3ccccc23)[C@@]12C(=O)Nc1ccccc12	-2.9	-4.0
O=C(c1ccc2c(c1)N(Cc1ccccc1)CCS2)N1CCC2(CC1)OCCO2	-0.76	-0.9

Entries of single compounds, quoted from the list.
CNS(=O)(=O)c1ccc(N=Cc2c(O)n(-c3ccccc3)c(=O)[nH]c2=O)cc1 in the list: Kir21 inh: 1.3; STK33 inh: -5.2
CCOC(=O)C1=C(N)OC2=C(C(=O)CCC2)C12C(=O)N(C)c1ccccc12 (stereo not given) in the list: Kir21 inh: 1.3; STK33 inh: -0.7
COc1cc2[nH]c(=S)n(-c3ccccc3)c(=O)c2cc1OC in the list: Kir21 inh: -0.61; STK33 inh: -1.9

More entries.
SMILES	Kir21 inh	STK33 inh
Cc1ccc(-c2cc(-c3ccccc3)cc(-c3ccccc3)[n+]2-c2ccccc2C(=O)O)cc1	-2	-0.3
COC(=O)C1=C(c2ccc3ccccc3c2)C[C@@H]2CC[C@H]1N2C(=O)NC1Cc2ccccc2C1	/	-1.1
COc1ccc(-c2nn(CCC#N)cc2C(=O)Nc2ccc(C(C)=O)cc2)cc1	-1.2	0.5
Cc1cccc(CN2CCN(C(=O)Cc3ccccc3)CC2)c1	-0.68	0.1
COc1ccc(OC)c(NC(=O)N2C[C@H]3C[C@@H](C2)c2cccc(=O)n2C3)c1	0.41	-0.2
CSc1ncc(/C=C2/C(=O)NC(=O)N(C)C2=O)cn1	-1.1	-0.8
CC(C)N1CC=C(c2c[nH]c3ccccc23)CC1	-0.6	1.3
CN1CC(C(=O)c2ccc(Cl)cc2)C(c2ccc(Cl)cc2Cl)C1 (stereo not given)	-5*	0.2
CC1Oc2cc3c(-c4c(O)cc(O)c5c(O)c6c(cc45)OC(C)C(C)C6=O)c(O)cc(O)c3c(O)c2C(=O)C1C (stereo not given)	0.2	-0.1
O=C(Cn1cc(C(=O)c2ccccc2F)c2ccccc21)NCc1ccco1	1.9	-0.4
COC(=O)c1ccccc1-n1c(C)nc2ccccc2c1=O	/	-1.4
CCOC(=O)N(c1ccccc1)P1(=S)OCC(C)O1 (stereo not given)	-0.1	-1.6
O=C(c1ccco1)C12CN3CN(CN(C3)C1)C2	-1.3	0.0
C=Cn1ccnc1P(=S)(c1ccn(C)c1)c1nccn1C=C	0.69	-1.2
O=C(COc1ccccc1F)N1CCN(CCN2C(=O)c3cccc4cccc(c34)C2=O)CC1	-1.5	1.1
O=c1[nH]c(=O)n(C2CCCCC2)c(O)c1/C=C/C=Nc1ccccc1	-0.48	-0.7
Cn1c(O)c(C(=N)COc2ccccc2)c(=O)n(C)c1=O	1.5	0.3
Cc1ccc(N2C(=O)NC(=O)C3(Cc4ccccc4N4CCN(c5ccccc5)CC43)C2=O)cc1 (stereo not given)	0.27	-2.0
CCC(=NCCOc1ccc(Cl)cc1)c1c(O)n(C)c(=O)n(C)c1=O	-0.32	0.8
COc1cc2c(cc1OC)CN(c1ccc([N+](=O)[O-])c(C(F)(F)F)c1)CC2	0.03	-1.1
CC12CN3CCN(C1)CC(C)(C3)C2=NO	0.89	-0.1
COc1cccc(CC(=O)N(C)C2CCCN(Cc3ccccc3F)C2)c1 (stereo not given)	-1.6	9.2
CC1NCCC2(O)CCCCC12 (stereo not given)	0.35	-1.1
COC(=O)C1=C(c2ccc(-c3ccccc3)c(F)c2)C[C@@H]2CC[C@H]1N2C(=O)NCCCOC(C)C	/	-0.4
CCN(CC)c1ccc(C=C2C(=O)NC(=S)NC2=O)cc1	1.6	1.0
COc1ccc(Br)cc1CNCCc1cccc(Cl)c1	-10*	-0.6
CCOc1cccc(N2C(=O)/C(=C/c3ccco3)C(=O)NC2=S)c1	-0.3	0.2
Cc1ccc(N(C)C(=O)Oc2cccc3ccc(C)nc23)cc1	-0.41	-0.3
Brc1ccc(C2N3CCCN23)cc1 (stereo not given)	-3.4	-1.5
C=CCn1c(O)c(C(C)=Nc2ccc(N(CC)CC)cc2)c(=O)[nH]c1=O	-0.04	0.4
CCN1c2nc3c(C)cccn3c(=O)c2CC2(C(=O)N(C)C(=O)N(C)C2=O)C1C (stereo not given)	0.4	/
C=CCn1c(O)c(C(=O)CCCCCC)c(=O)[nH]c1=O	-1.1	-0.7
O=C(Cn1c(=O)n(CC2CS2)c2ccccc21)N1CCCCCC1 (stereo not given)	1	-0.3
O=c1[nH]c(O)c(C=Nc2ccc(Cl)c(C(F)(F)F)c2)c(=O)[nH]1	0	-1.8
Cc1ccc(C)c(-n2c(C)nc3ccccc3c2=O)c1	-2.9	-0.2
COc1ccc(/C=C/C(=O)c2c(O)n(CCC3=CCCCC3)c(=O)[nH]c2=O)cc1	-0.02	1.0
Cc1ccc(-n2c(O)c(C=NCCCn3ccnc3)c(=O)[nH]c2=O)cc1	0.46	-0.3
Cc1ccc(C2=NCC(=O)N(CC(=O)N3CCCCC3)c3sc(C)c(C)c32)cc1	-0.82	-0.4
CC(C)(C)c1cc(C=C(C#N)C#N)cc(C(C)(C)C)c1O	/	-0.3
OC(COCc1ccc(Cl)cc1)CN1CC=C(c2ccccc2)CC1 (stereo not given)	-1.9	-0.3
CNc1cc(N2CCN(C)CC2)ccc1[N+](=O)[O-]	-0.04	-0.7
COC(=O)C1=C(c2ccc(Cl)c(C(F)(F)F)c2)C[C@@H]2CC[C@H]1N2C(=O)NC1CC1	/	-2.6
Cc1cc(C=C(C#N)C#N)ccc1N1CCCC1	-0.41	1.7
O=C(O)CCn1cc(C=C2C(=O)NC(=S)NC2=O)c(-c2cc3ccccc3oc2=O)n1	-0.56	/
CCc1cccc(C)c1NC(=S)N1CC2CC(C1)c1cccc(=O)n1C2 (stereo not given)	0.8	-1.2
CCCc1nc2ccc(Br)cc2c(=O)n1-c1ccc([N+](=O)[O-])c(C(F)(F)F)c1	0.36	-1.0
Cc1cc(/C=C2\C(=O)NC(=O)N(c3ccc(Cl)cc3)C2=O)c(C)n1C	1.6	-0.9
Cc1ccc(OCCn2cccc2/C=C2/C(=O)NC(=O)N(Cc3ccco3)C2=O)cc1	-1.5	-1.0
CCC(=O)CC(c1ccccc1)c1c(O)c2ccccc2sc1=O (stereo not given)	0.45	-1.6
O=c1[nH]c(=O)n(CCC2=CCCCC2)c(O)c1C=NCCCn1ccnc1	-0.56	2.2
COCCN1C(=O)NC(=O)/C(=C\c2ccc(Br)cc2)C1=O	-1	-0.8
O=CC(Cl)P(=O)(N1CCCCC1)N1CCCCC1 (stereo not given)	-2.7	-0.8
CCCCOC(=O)C1=C(N)OC2=C(C(=O)CCC2)[C@]12C(=O)N(C)c1ccccc12	3.5	0.5
C[C@]12CCC(=O)C(O)=C1CC[C@@H]1[C@@H]2CC[C@]2(C)C(=O)CC[C@@H]12	-3.3	0.2
Cc1cc(OCC(=O)NCC(O)c2ccccc2)c2c3c(c(=O)oc2c1)CCC3 (stereo not given)	-0.26	-0.3
OCC12COC3c4ccccc4C(OC1)N32 (stereo not given)	-1.4	-1.4
C[N+]1(C)CCc2cc3c(cc2[C@H]1[C@@H]1OC(=O)c2c1ccc1c2OCO1)OCO3	0.62&1.4	0.3&-1.3
COCCOC(=O)c1c(N)n(Cc2ccc(OC)cc2)c2nc3ccccc3nc12	1.2	-1.3
CN1CCC(=O)N(CCN=[N+]=[N-])CC1	1.4	-0.4
CN1CCN(/N=C/c2c(O)n(CCC3=CCCCC3)c(=S)[nH]c2=O)CC1	-1.1	-0.7

Other compounds
SMILES	Kir21 inh	STK33 inh
CC(C)(C)C(O)C(Oc1ccc(Cl)cc1)n1cncn1 (stereo not given)	0.5	-1.0
CN1CCN(c2ccc([N+](=O)[O-])c(N3CCCCC3)c2)CC1	-2	-0.1
c1cncc(CNC2CCCCC2)c1	-0.05	-0.4
CCCCCn1c(=O)c(C(=O)Nc2ccccc2S(N)(=O)=O)c(O)c2ccccc21	0.03	-0.5
CCN(CC)C(=O)c1ccc(NC(=O)c2cn(-c3ccccc3)nc2-c2ccc(OC)cc2)cc1	-0.89	-0.6
CCOC(=O)C1=CC(=C2C(=O)N(CC)C(=S)N(CC)C2=O)c2ccccc2O1	0.89	-0.4
COc1ccc(-n2c(O)c(C(C)=Nc3ccc4c(c3)CCC4)c(=O)[nH]c2=O)cc1	1.3	-0.8
O=C1CC(C(=O)N2CCC3(CC2)OCCO3)CN1CCc1ccccc1 (stereo not given)	-3.5	-1.5
Cc1cc(C)n2nc(C)[n+](C)c2n1	-0.84	-1.5
ClC1=C(Cl)C2(Cl)C3C(Cl)C=CC3C1(Cl)C2(Cl)Cl (stereo not given)	/	-0.8
C1=C(CCNCc2ccccc2)CCCC1	1.5	1.8
C=CCN=C(SCC(=O)c1ccc(Cl)cc1)c1c(O)n(C)c(=O)n(C)c1=O	0.92	-0.9
O=C(Cc1ccccc1)N1CCN(Cc2ccccc2Cl)CC1	-0.52	-1.1
CN1CCN(Cc2nc3ccccc3c(=O)[nH]2)CC1	0.79	-1.3
COC(=O)C1=C(c2cccc(OC)c2OC)C[C@@H]2CC[C@H]1N2C(=O)NCCS(C)=O (stereo not given in full)	1.1	-1.3
CC(=O)c1ccc2c(c1)OCO2	-0.36	-0.9
Cc1cc(C)cc(N2C(=O)NC(=O)/C(=C/c3cccn3-c3ccc(Cl)cc3)C2=O)c1	0.66	0.1

No new results follow: entries from further up.
SMILES	Kir21 inh	STK33 inh
CN1CCN(Cc2nc3ccccc3c(=O)[nH]2)CC1	0.79	-1.3
COC(=O)C1=C(c2cccc(OC)c2OC)C[C@@H]2CC[C@H]1N2C(=O)NCCS(C)=O (stereo not given in full)	1.1	-1.3
CC(=O)c1ccc2c(c1)OCO2	-0.36	-0.9
Cc1cc(C)cc(N2C(=O)NC(=O)/C(=C/c3cccn3-c3ccc(Cl)cc3)C2=O)c1	0.66	0.1

Screens as filed in PubChem.
